Assay outcomes as filed in PubChem.
Gli-Sufu block – Gli-Sufu pathway antagonism; inhibition, % at 5 µM; Sufu-KO-LIGHT fibroblasts, Gli luciferase reporter luminescence; actives 0.74% (n = 340,000); AID 588413;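 active = inhibition above about 55%, limit read from the data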;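 also: 0% = DMSO-treated cells and 100% = wells with medium but no cells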
SENP8 block – SENP8 protease inhibition | AID 2540 | purified SENP8, Z-RLRGG-aminoluciferin cleavage, luminescence | inhibition, % at 10 µM | actives 1.2% (n = 330,000) | Q96LD8
697 NFkB inh – inhibitors of the PMA/ionomycin-induced NF-kB reporter in 697 B cells; 697 B-cell NF-kB luciferase reporter, 16 h; inhibition, % at 4 µM; AID 435022; actives 0.33% (n = 330,000); in the data active = inhibition above about 35%
CCR6 antag – blocks CCL20-driven beta-arrestin recruitment at human CCR6. P51684. CHO-K1 CCR6 PathHunter beta-arrestin, luminescence, CCL20-stimulated. inhibition, % at 20 µM. actives 0.49% (n = 340,000);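 active = compounds whose inhibition of the agonist-driven luminescence signal at 20 µM reaches about 50%, limit read from the data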;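 also: cells stimulated with CCL20 at 14 nM final; plate controls were DMSO with CCL20 for no effect and DMSO without agonist for full effect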
Jurkat NFkB inh – lowers PMA/ionomycin-induced NF-kB signal in Jurkat cells. PMA/ionomycin-induced NF-kB luciferase reporter, luminescence. inhibition, % at 4 µM. actives 0.53% (n = 330,000). AID 435003
UBC13 inh – inhibitors of human UBC13 polyubiquitin chain formation; P61088; TR-FRET; inhibition, % at 20 µM; actives 0.47% (n = 330,000); AID 485273; in the data active = inhibition above about 45%, passing the limit was not always enough
EBI2 block – EBI2 (human) antagonism. inhibition, % at 5 µM. EBI2 beta-arrestin recruitment, luminescence, 7a,25-OHC stimulated. actives 0.81% (n = 360,000). AID 651636; in the data active = inhibition above about 38%;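 also: enzyme fragment complementation signal reports receptor beta-arrestin coupling in cells; 0% = agonist plus DMSO wells and 100% = wells without agonist; some results beyond the cut were filed as inactive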
Apaf-1 inh – blocks human Apaf-1 apoptosome activity; reconstituted apoptosome caspase-3 activity, DEVD-Rh110 fluorescence; O14727; actives 0.71% (n = 330,000); AID 489030; inhibition, % at 20 µM; active = inhibition of at least 40% at 20 µM;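 also: plate controls were DMSO wells for no effect and DEVD-CHO caspase inhibitor wells for full effect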
Target sequence (O14727 whole entry, looked up): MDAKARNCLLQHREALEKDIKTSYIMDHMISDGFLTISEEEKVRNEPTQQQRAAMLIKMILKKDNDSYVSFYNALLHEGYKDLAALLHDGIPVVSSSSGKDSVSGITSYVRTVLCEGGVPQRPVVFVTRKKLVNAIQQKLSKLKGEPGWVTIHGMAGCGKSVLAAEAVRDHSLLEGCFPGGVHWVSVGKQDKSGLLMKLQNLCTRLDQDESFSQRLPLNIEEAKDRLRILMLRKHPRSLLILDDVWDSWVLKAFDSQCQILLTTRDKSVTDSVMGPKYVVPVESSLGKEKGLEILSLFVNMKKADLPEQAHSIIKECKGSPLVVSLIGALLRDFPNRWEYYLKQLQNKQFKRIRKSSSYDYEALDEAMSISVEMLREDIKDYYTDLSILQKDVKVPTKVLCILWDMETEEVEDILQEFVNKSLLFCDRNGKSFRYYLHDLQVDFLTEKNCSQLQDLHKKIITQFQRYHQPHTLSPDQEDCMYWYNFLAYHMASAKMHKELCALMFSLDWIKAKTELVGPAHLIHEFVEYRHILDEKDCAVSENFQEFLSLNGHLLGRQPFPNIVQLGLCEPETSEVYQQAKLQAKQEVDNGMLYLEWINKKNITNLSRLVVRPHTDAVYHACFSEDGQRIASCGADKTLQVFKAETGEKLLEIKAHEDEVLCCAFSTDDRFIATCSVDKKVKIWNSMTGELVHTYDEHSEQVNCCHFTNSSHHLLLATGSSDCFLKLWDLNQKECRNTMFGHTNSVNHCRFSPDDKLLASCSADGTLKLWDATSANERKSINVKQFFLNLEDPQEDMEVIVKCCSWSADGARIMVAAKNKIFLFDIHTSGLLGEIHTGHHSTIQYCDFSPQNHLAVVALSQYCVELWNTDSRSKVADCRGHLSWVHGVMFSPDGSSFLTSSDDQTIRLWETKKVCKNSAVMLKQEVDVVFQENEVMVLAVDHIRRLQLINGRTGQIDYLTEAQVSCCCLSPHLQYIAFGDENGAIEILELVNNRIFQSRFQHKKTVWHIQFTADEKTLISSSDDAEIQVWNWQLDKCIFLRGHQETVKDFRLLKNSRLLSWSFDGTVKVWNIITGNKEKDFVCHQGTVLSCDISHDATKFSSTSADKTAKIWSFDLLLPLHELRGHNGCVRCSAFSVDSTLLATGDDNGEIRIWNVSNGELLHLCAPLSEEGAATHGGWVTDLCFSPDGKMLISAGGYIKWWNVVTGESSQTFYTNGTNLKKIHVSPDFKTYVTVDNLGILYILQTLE
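Medium: Hepes buffer, pH 7.5 / System: biochemical Apaf-1 apoptosome reconstitution / Measured by: Rh110 fluorescence, excitation 480 nm, emission 540 nm / Times: compound with Apaf-1, dATP, procaspase-3 30 min, then 50 min reaction, room temperature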
* = called active by the depositor; . = no result given. Rule as the data show it, unless noted: active = inhibition above about 50%; inactive = the rest. An excerpt. The share of hits here may be higher or lower than overall.

Structure | Gli-Sufu block | SENP8 block | 697 NFkB inh | CCR6 antag | Jurkat NFkB inh | UBC13 inh | EBI2 block | Apaf-1 inh
CCN(Cc1ccncc1)Cc1ccc(OC)cc1OC | 7 | -3 | 12 | 12 | 2 | -4 | -5 | 3
CCn1c2c(c(=N)c3c1CCC3)CCCC2 | 4 | 3 | -9 | -2 | 41 | 2 | 2 | -24
COc1ccc(C(C(=O)NCc2ccccc2)N(C(=O)c2snc(C(N)=O)c2N)C2CCCC2)cc1O (stereo not given) | -3 | 5 | 4 | 4 | 2 | -4 | 8 | 5
COc1cc(O)c(C(CCN2CCCC(C)C2)c2cc(OC)c(OC)c(OC)c2)c(OC)c1 (stereo not given) | -1 | 1 | 13 | 2 | -12 | 8 | -8 | 0
CC(Sc1nnc(-c2ccc(O)cc2)o1)C(=O)Nc1cccc2ccccc12 (stereo not given) | 20 | 2 | 11 | 7 | -20 | 7 | -3 | 8
Cc1ccc(S(=O)(=O)N(C)C)cc1NC(=S)N(C)C1CCN(C)CC1 | 4 | -5 | -18 | -9 | -31 | -4 | -3 | -1
N#Cc1ccsc1NC(=O)CN1CCN(c2ccccc2O)CC1 | -16 | 7 | -2 | 4 | -2 | 9 | -2 | -2
CC1CC(C)CN(S(=O)(=O)c2ccc(C(=O)N(C)Cc3ccccc3)cc2)C1 (stereo not given) | 4 | -7 | 3 | 3 | 7 | 9 | -1 | 11
O=c1[nH]c(CSc2ccccn2)nc2ccccc12 | -31 | 17 | -75 | -5 | -84 | 0 | -8 | -18
COc1ccc(/C=N/NC(=O)c2cc(C)oc2C)cc1OCc1ccccc1 | 3 | 1 | 34 | 14 | 20 | -4 | 19 | 19
C=CCN1C(=O)N/C(=C/c2ccc(N3CCOCC3)o2)C1=O | . | 1 | -13 | . | -3 | -68 | . | 2
CC(=O)c1cccc(NC(=O)c2ccc(NS(=O)(=O)c3c(C)noc3C)cc2)c1 | -6 | -8 | 11 | 12 | -4 | 2 | 8 | -3
CC1CCCCN1CCNC(=O)C1CC(=O)N(c2ccc(F)c(Cl)c2)C1 (stereo not given) | -1 | -7 | 17 | 15 | 6 | 9 | -11 | -7
C=CCn1c(CNC(=O)c2ccccc2F)nnc1SCC(=O)N1CCOCC1 | 28 | -18 | -1 | -1 | -4 | 0 | 3 | 12
Cc1cc(C)c2cc(CN(Cc3ccc4c(c3)OCO4)Cc3nnnn3Cc3ccco3)c(=O)[nH]c2c1 | . | -3 | 30 | 8 | 9 | 1 | -4 | 25
O=C1OCCN1C(=O)[C@H]1[C@H](c2ccccc2)C(c2cccc(Cl)c2)=NN1c1ccc(Br)cc1 | -4 | . | -39 | 3 | . | . | 0 | 29
COC(=O)CNC(c1ccccc1)c1cc(Br)ccc1NC(C)=O (stereo not given) | 8 | -1 | 16 | 0 | -4 | -1 | 8 | -5
O=C(O)C(=O)/C(=C\c1cccc2ccccc12)c1ccc2ccccc2n1 | -1 | 1 | -7 | 1 | -17 | 9 | 5 | 4
O=C(COC(=O)c1ccccc1Nc1ccc(SC(F)F)cc1)NCc1ccco1 | -22 | 16 | -28 | 38 | -3 | 8 | 8 | 4
N#Cc1ccc(-c2nnnn2-c2ccc3c(c2)OCO3)cc1 | -3 | -3 | 9 | -6 | -1 | 4 | 4 | -4
COc1ccc(N(CC(=O)NC2CCCCC2)C(=O)CCCC(=O)Nc2ccccn2)c(OC)c1 | 2 | 4 | 8 | 0 | -7 | 1 | 3 | -8
Cc1nn2c3ccccc3n(C)c2nc1=O | 17 | -4 | 18 | 12 | -3 | 5 | 2 | 0
O=C(Cn1nc(-c2ccccc2)ccc1=O)NCc1ccc(F)cc1 | 1 | 10 | 5 | -1 | -3 | -4 | -2 | 12
CCC(=O)N1CCc2cc(S(=O)(=O)CCC(=O)NCCc3ccc(S(N)(=O)=O)cc3)ccc21 | -2 | -6 | -2 | 7 | 7 | 0 | 10 | -15
COc1ccc(S(=O)(=O)N2CCC(C(=O)Oc3ccc(C)cc3)CC2)cc1OC | -9 | -3 | -29 | 11 | -7 | -5 | -3 | 18
CCn1cc(C(=O)O)c(=O)c2cc(F)c(N3CCN(S(=O)(=O)c4ccc(NC(=O)OC)cc4)CC3)cc21 | -9 | -15 | 14 | -3 | 3 | 42 | -4 | 1
O=C(NC1CCCCC1)c1ccc(NS(=O)(=O)c2cccc3cccnc23)cc1 | -18 | 0 | 3 | 8 | 4 | 6 | 0 | -7
O=C(NCCO)C(=O)NCC1OCCCN1S(=O)(=O)c1cc(F)ccc1F (stereo not given) | -1 | -1 | 8 | 4 | 16 | 9 | -1 | -21
S=c1[nH]nc(CSCCOc2ccc(Cl)cc2Cl)o1 | 55 | 8 | -49 | -3 | -16 | -6 | 10 | -12
COc1ccc(C)cc1NC(=O)CCN1CC(C)OC(C)C1 (stereo not given) | -4 | -9 | -20 | 15 | -7 | -13 | -6 | 4
Cc1cc(=O)n(C)c(=O)n1CC(=O)N1CCCCCC1 | -3 | -11 | 1 | -17 | 9 | -9 | 5 | 8
O=C(CCN1CCCCCC1)Nc1ccccc1F | 6 | 1 | 16 | -13 | 13 | 2 | -1 | 1
Cc1nc2cc(C(F)(F)F)ccc2n1CCNc1nc(-c2ccc(F)cc2)cs1 | 6 | -4 | 5 | -3 | -10 | 11 | 10 | 19
COc1ccccc1C(=O)C1CCCN(C(=O)C2=CC(=O)CC(C)(C)O2)C1 (stereo not given) | -4 | 3 | 16 | 5 | -4 | 4 | 0 | -4
COc1ccc(C(CC(=O)Nc2ccc(C)cn2)N2Cc3ccccc3C2=O)cc1 (stereo not given) | 8 | 4 | 3 | 14 | 4 | 3 | 7 | 16
COC(=O)c1c(NC(=O)CSc2ncnc3c2cnn3-c2ccccc2Cl)sc2c1CCCC2 | 10 | 6 | -20 | 12 | -1 | -10 | 7 | 14
COc1ccc(Cl)cc1NS(=O)(=O)c1cccc(C(=O)NCC2(N(C)C)CCCCC2)c1 | 0 | -6 | 13 | 13 | 16 | 3 | -1 | -5
Cc1nn(-c2ccccc2)c(Cl)c1/C=C/C(=O)c1ccc(O)cc1 | 2 | -10 | 0 | 12 | 4 | -10 | 4 | 7
Cc1noc(/C=C/c2ccc(-c3ccccc3Cl)o2)c1[N+](=O)[O-] | -11 | -1 | -15 | -8 | 8 | -86 | 29 | 22
CCCCCn1c(NCc2ccco2)nc2ccccc21 | 11 | -1 | -2 | 26 | -19 | 13 | -2 | 6
O=C(Nc1ccccc1N1CCOCC1)C1CCN(S(=O)(=O)c2ccc(Cl)cc2)CC1 | 8 | -1 | 8 | 5 | 4 | 15 | -4 | -9
FC(F)(F)c1cc(Cl)c2nnc(C(F)(F)Cl)n2c1 | -12 | -3 | 7 | 0 | -9 | -4 | -6 | 9
Cc1cccc(CCNC(=O)C2CCCN(c3ncnc4c3nc3n4CCCCC3)C2)c1 (stereo not given) | -14 | 5 | -16 | 10 | 15 | 4 | 10 | 8
C/C(=N\NC(=S)Nc1cc(S(=O)(=O)N2CCOCC2)ccc1Cl)c1ccccc1F | 46 | 6 | -8 | 33 | 35 | -16 | -1 | 23
CCOC(=O)C1(Cc2cccc(OC)c2)CCCN(S(=O)(=O)c2cccnc2)C1 (stereo not given) | -4 | -11 | -7 | 12 | -12 | -13 | -3 | 5
Cc1nc2c(-c3ccccc3)c(C)nn2c(C)c1CC(=O)O | -5 | 1 | 18 | 16 | 1 | -3 | 2 | -2
Cc1ccccc1NC1(C#N)C(=O)Nc2ccccc21 (stereo not given) | 14 | -5 | -11 | 24 | -11 | -2 | -4 | -3
O=[N+]([O-])c1ccc(OCCOCCOc2ccc([N+](=O)[O-])cc2)cc1 | 11 | -9 | 6 | 7 | 7 | 1 | 1 | -8
O=C(COc1ccc([N+](=O)[O-])cc1)NC(=O)NC1CCS(=O)(=O)C1 (stereo not given) | -1 | -4 | 19 | 12 | -5 | -1 | 1 | 4
CCN(CC)S(=O)(=O)c1ccc(C(=O)Nn2cnnc2)cc1 | -5 | 6 | 14 | 1 | 5 | 8 | 12 | -2

Record cards, from the list above:
CCCCCn1c(NCc2ccco2)nc2ccccc21 as listed: Gli-Sufu block: 11; SENP8 block: -1; 697 NFkB inh: -2; CCR6 antag: 26; Jurkat NFkB inh: -19; UBC13 inh: 13; EBI2 block: -2; Apaf-1 inh: 6
Cc1nc2c(-c3ccccc3)c(C)nn2c(C)c1CC(=O)O as listed: Gli-Sufu block: -5; SENP8 block: 1; 697 NFkB inh: 18; CCR6 antag: 16; Jurkat NFkB inh: 1; UBC13 inh: -3; EBI2 block: 2; Apaf-1 inh: -2

The list goes on:
Structure | Gli-Sufu block | SENP8 block | 697 NFkB inh | CCR6 antag | Jurkat NFkB inh | UBC13 inh | EBI2 block | Apaf-1 inh
CCOc1cc(/C=C2\C(=O)NN(c3ccccc3)C2=O)cc([N+](=O)[O-])c1O | 5 | 1 | 23 | 31 | 10 | -161 | 2 | 17
CC(=O)N(c1ccc(C(C)C)cc1)C1C=CS(=O)(=O)C1 (stereo not given) | 10 | -4 | 11 | 23 | -1 | -3 | 1 | -2
Cc1cc2n(n1)C(c1cn(-c3ccccc3)nc1C)Nc1ccccc1-2 (stereo not given) | 5 | 4 | -24 | -11 | 8 | 6 | 8 | 20
FC(F)(F)c1cnc(-c2cnc(-c3ccncc3)nc2)c(Cl)c1 | -45 | 1 | -82 | -4 | -36 | 3 | 4 | 10
COc1ccc(/C=N/Nc2ncnc3sc(C)c(C)c23)cc1 | -5 | -16 | -14 | 18 | -11 | -19 | 10 | 27
Cc1cc(N(C)C)nc(Nc2ccccc2)n1 | -2 | 2 | -27 | 14 | -13 | 17 | 2 | -6
Cn1nc(C(C)(C)C)c([N+](=O)[O-])c1C(=O)Nc1ccccc1 | 34 | 1 | -7 | 5 | -8 | 4 | 4 | 6
CC(C)c1ccc(NC2CCCN(C(=O)CCN3CCCCC3=O)C2)cc1 (stereo not given) | 2 | -5 | 5 | 12 | -4 | -5 | 5 | -3
O=C(CSc1nnc(CNC(=O)c2cccs2)o1)Nc1ccccc1 | -5 | -4 | 7 | 5 | 11 | 0 | -6 | -9
CC1Oc2ccccc2N(CC(=O)c2ccccc2)C1=O (stereo not given) | -2 | -14 | -9 | -11 | -19 | -1 | -3 | 3
CCOc1ccc(NC(=O)C2CCCN(c3nc(C)cc(C)n3)C2)cc1 (stereo not given) | 28 | 4 | 4 | 3 | 4 | 3 | 10 | 5
CCOc1ccc(NC(=O)CN(C)C(=O)c2cc3c(s2)CCC(C)C3)cc1OCC (stereo not given) | -6 | 6 | 15 | 4 | -4 | 2 | -1 | 17
C=CCOc1ccccc1NC(=O)CN1C(=O)CNC1=O | -6 | -4 | -3 | 0 | 0 | 2 | -2 | 1
Cn1cnc2c1c(=O)n(Cc1c(Cl)cccc1Cl)c(=O)n2C | -5 | 3 | 7 | -3 | 3 | -4 | 0 | -2
CCN(CC)S(=O)(=O)c1cccc(NC(=O)c2cncc(Br)c2)c1 | 4 | 2 | 7 | 18 | -11 | 6 | 5 | -7
Cc1cc(C(=O)N/N=C/c2cc(Br)cc(Br)c2OC(=O)c2cccc(F)c2)n[nH]1 | 16 | 9 | 5 | 8 | 0 | -7 | -13 | 21
CCCn1nnnc1NCc1c(F)cccc1Cl | -5 | 0 | 12 | -11 | 7 | 2 | -1 | 1
COc1ccc(-c2noc(CN(C)C(=O)c3ccoc3C)n2)cc1OC | 20 | -2 | 0 | 11 | -3 | 3 | -13 | -2
CCOC(=O)C1(Cc2ccc(OC)cc2)CCN(C(=O)C2CCCO2)CC1 (stereo not given) | 0 | -13 | 4 | 8 | 2 | -18 | -10 | -10
